Source: PubChem
CRFR2-BP ag = CRF-BP/CRF-R2 complex agonism | HEK293 CRF-R2/CRF-BP, calcium dye fluorescence (FLIPR); percent of saturating CRF peptide response | activation, % at 13.2 µM | 350,000 compounds, 0.46% hits;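 active = activation of at least 50%, plus an integration ratio under a set limit after plate pattern correction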;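 note: plate controls were neutral control wells without compound for no effect and CRF at EC100 for full effect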
CRFBP-R2 block = CRF-BP/CRF-R2 complex antagonism; 350,000 compounds, 0.59% hits; AID 588475; inhibition, % at 11.8 µM; HEK293 CRF-R2/CRF-BP, CRF-induced calcium fluorescence;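 active = inhibition of the ligand-induced calcium signal above about 50% at the single tested concentration, limit read from the data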
M5 antag = antagonists of human muscarinic M5 receptor (CHRM5). P08912. inhibition, % at 3 µM. CHO-hM5 cells, Fluo-8 calcium fluorescence, ACh EC80. AID 624040. 360,000 compounds, 0.59% hits;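 active = inhibition above a per-plate cutoff, the mean of that plate's test compounds plus 3 SD, cut at about 27% in these data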;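 note: 0% = acetylcholine EC80 with DMSO and 100% = DMSO without agonist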
Target sequence (P08912 whole entry, looked up): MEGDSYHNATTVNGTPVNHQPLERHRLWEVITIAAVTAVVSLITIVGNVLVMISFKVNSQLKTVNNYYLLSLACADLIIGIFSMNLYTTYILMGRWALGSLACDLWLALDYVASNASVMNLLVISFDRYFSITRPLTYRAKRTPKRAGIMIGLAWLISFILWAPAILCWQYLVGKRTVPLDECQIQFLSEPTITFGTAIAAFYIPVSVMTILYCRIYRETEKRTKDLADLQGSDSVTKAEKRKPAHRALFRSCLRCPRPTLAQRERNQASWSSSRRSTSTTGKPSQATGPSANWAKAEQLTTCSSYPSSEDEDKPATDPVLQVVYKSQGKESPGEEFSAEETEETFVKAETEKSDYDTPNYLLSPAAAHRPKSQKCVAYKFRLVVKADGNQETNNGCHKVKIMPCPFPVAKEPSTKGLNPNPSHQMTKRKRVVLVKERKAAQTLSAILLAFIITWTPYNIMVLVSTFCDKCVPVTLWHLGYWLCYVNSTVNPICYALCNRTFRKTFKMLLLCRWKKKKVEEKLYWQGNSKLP
M4 ag = CHRM4 agonism in calcium assay; P08173; CHO-K1 hM4/Gqi5, Fluo-8 calcium fluorescence; vehicle 0%, full acetylcholine response 100%; activation, % at 3 µM; 360,000 compounds, 0.14% hits;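 active = activation above the run mean over all test wells plus 3 SD, cut at about 32% in these data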;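 note: peak over basal fluorescence ratio per well then scaled between controls; 0% = DMSO wells and 100% = acetylcholine at EC100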
Target sequence (P08173 whole entry, looked up): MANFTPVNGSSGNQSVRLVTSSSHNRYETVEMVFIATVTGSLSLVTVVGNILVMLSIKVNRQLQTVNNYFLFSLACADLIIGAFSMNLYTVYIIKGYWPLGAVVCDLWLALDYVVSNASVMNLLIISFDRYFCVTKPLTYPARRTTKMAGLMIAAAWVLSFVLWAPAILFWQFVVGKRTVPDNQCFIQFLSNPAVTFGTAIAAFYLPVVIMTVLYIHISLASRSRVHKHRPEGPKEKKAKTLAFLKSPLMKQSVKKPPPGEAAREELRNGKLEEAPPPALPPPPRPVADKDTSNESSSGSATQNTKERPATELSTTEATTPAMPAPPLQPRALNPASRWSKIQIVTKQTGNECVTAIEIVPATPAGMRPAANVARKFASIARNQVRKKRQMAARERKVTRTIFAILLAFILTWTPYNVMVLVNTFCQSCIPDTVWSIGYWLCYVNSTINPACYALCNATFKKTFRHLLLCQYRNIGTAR
M5 ag = agonists of human muscarinic M5 receptor (CHRM5); P08912; CHO-K1 hM5 cells, Fluo-8 calcium fluorescence; 0% DMSO wells, 100% maximal acetylcholine response; activation, % at 3 µM; 360,000 compounds, 0.19% hits;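 active = activation above the run's mean over test compounds plus 3 SD, cut at about 23% in these data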;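 note: signal is peak over basal fluorescence ratio across the kinetic read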
M4 PAM = potentiates acetylcholine response at human M4 receptor; P08173; CHO-K1 hM4/Gqi5, Fluo-8 calcium fluorescence, ACh EC20; 0% = ACh EC20, 100% = maximal ACh; activation, % at 3 µM; 360,000 compounds, 0.4% hits; AID 624126;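 active = activation above its plate's cutoff, the mean activation of sample wells plus 3 SD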; note: some results filed as inactive read as strong as hits
IDE inh = inhibits human insulin-degrading enzyme in HEK cells; 320,000 compounds, 0.41% hits; FAbetaB cleavage, fluorescence polarization; P14735; inhibition, % at 5.59 µM;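 active = percent inhibition above the average of all tested compounds plus 3 SD, set per screening campaign, cut at about 16% in these data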;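 note: IDE supplied by intact live HEK cells; FP after avidin binding of uncleaved biotin substrate so inhibition keeps polarization high; 0% = DMSO wells and 100% = 60 µM reference IDE inhibitor Ii1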
M4 antag = blocks acetylcholine activation of human M4 receptor; CHO-hM4 cells, ACh EC80, Fluo-8 calcium fluorescence; inhibition, % at 3 µM; 360,000 compounds, 0.73% hits; AID 624125;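 active = inhibition above its plate's cutoff, the mean inhibition of sample wells plus 3 SD, cut at about 27% in these data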;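 note: 0% = acetylcholine EC80 with DMSO and 100% = DMSO without agonist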
M5 PAM = potentiates acetylcholine response at human M5 receptor. CHO-K1 hM5, Fluo-8 calcium, ACh EC20 PAM; 0% = ACh EC20, 100% = ACh EC100. activation, % at 3 µM. 360,000 compounds, 0.3% hits. AID 624038;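 active = activation above the run cutoff, the mean activation of all test compounds plus 3 SD, cut at about 18% in these data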
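System – CHO-K1 hM5 cells · Compound – 3 µM, single dose · Incubation – compound preincubation 140 s before EC20 acetylcholine addition · Technique – Fluo-8 calcium fluorescence · Measure – Max/basal fluorescence ratio as % of EC20–EC100 ACh window · Benchmarks – low control EC20 acetylcholine (0%), high control EC100 acetylcholine (100%) · Replication – singlicate, one well per test compound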
The depositor's hits bear a star; . = no result given. Compounds as they come. Share with any hit: about 2.9%.

entry	M4 ag	M5 PAM	M4 antag	M4 PAM	M5 ag	CRFBP-R2 block	IDE inh	M5 antag	CRFR2-BP ag	Molecule
1	1	3	4	-1	0	-55	3	-7	15	COc1ccc(-c2cc(C(F)(F)F)nc(N3CCCCCC3)n2)cc1
2	0	3	4	-1	3	-4	0	-5	-0.4	CCOC(=O)Cc1csc(NC(=O)CCCC(=O)O)n1
3	1	15	-11	14	-4	-8	-3	7	-0.3	O=C(CC1SCCNC1=O)Nc1cccc(Cl)c1 (stereo not given)
4	2	2	-4	-10	1	-75	4	-5	-1.0	CC(/C=N/NC(=O)c1cc(-c2ccc3ccccc3c2)n[nH]1)=C\c1ccco1
5	3	-3	4	0	5	-18	2	-7	9.4	CC(C)Cc1nnc(NC(=O)Cc2ccc([N+](=O)[O-])cc2)s1
6	1	3	18	14	2	-3	4	1	1.1	Cc1ccc(NC(=O)N[C@H](C(=O)O)C(C)C)c(C)c1
7	1	2	3	-2	-2	-1	0	5	-0.8	CNS(=O)(=O)c1cccc(C(=O)OCC(=O)N2CC(C)OC(C)C2)c1 (stereo not given)
8	-1	0	-9	0	-5	2	-10	-1	1.8	CCCOc1ccc(C(=O)N(CC(C)C)c2c(N)n(Cc3ccccc3)c(=O)[nH]c2=O)cc1
9	2	-2	-6	-5	-4	18	-1	3	-0.6	Cc1ccc(C(=O)NCCc2ccc(S(=O)(=O)N3CCCC3)cc2)cc1
10	13	-13	14	-9	-2	32	6	14	-0.3	CCCSc1nnc(CSc2nc3ccccc3s2)n1-c1ccccc1
11	14	-9	4	-6	1	-5	0	23	13	COc1ccc(NC(=O)C(c2ccc(Cl)cc2)C(C)C)cn1 (stereo not given)
12	1	-4	3	-10	3	-4	0	12	3.6	COc1ccc(NC(=O)c2ccc(COc3ccccc3Br)o2)c(OC)c1
13	4	3	-6	1	-2	-7	-4	12	-0.5	N#CC1(NC(=O)COC(=O)/C=C/c2ccc3ccccc3n2)CCCCC1
14	7	1	-15	1	12	-6	.	5	-1.8	Cc1nc2c(O)c3c(c(O)c2nc1C)C1C=CC3CC1
15	0	1	12	6	-1	1	1	-2	-1.4	CC1CCCN(C(=O)CSc2nc3ccccc3o2)C1 (stereo not given)
16	1	-2	13	-6	-1	-57	2	8	-0.4	COc1ccc(NC(=O)C(Sc2nnc3ccccn23)c2ccccc2)cc1Cl (stereo not given)
17	1	0	8	-8	1	2	0	-9	-1.5	CCOC(=O)Cc1c(C)nc2cc(-c3ccc(C(C)(C)C)cc3)[nH]n2c1=O
18	1	3	-8	8	2	46	8	-5	-1.8	Cc1sc(N(C(=O)CCc2ccccc2)c2ccc(C(=O)O)cc2)nc1-c1ccccc1
19	1	-1	-1	5	-5	3	0	5	-0.3	CC1=Nc2ccccc2N=C(NC(=O)CSc2nnnn2-c2ccccc2)C1c1ccccc1 (stereo not given)
20	-2	0	-5	0	-5	-14	4	7	-0.8	Cc1ccc(C(=O)Oc2cc(N)n(S(=O)(=O)c3ccc(F)cc3)n2)cc1
21	4	1	-2	7	2	4	4	-3	4.9	CCOc1cc(C(=O)OCc2cccc(OC)c2OC)ccc1OCC(=O)N1CCOCC1
22	1	-9	2	-4	-4	11	6	2	-0.2	Cc1cnc(C(=O)Nc2cccc(-c3nnc4n3CCCCC4)c2)cn1
23	0	2	-5	17	-2	-2	4	9	1.3	CCCCC(=O)N(c1ccc(OC)cc1)C1C=CS(=O)(=O)C1 (stereo not given)
24	0	0	11	-6	1	.	.	6	.	CC(C)(C)c1ccc(CC(=O)N2CCC2(C)C(=O)NS(=O)(=O)c2ccccc2)cc1 (stereo not given)
25	6	-3	0	1	0	2	1	5	1.7	CCc1cc(-c2[nH]ncc2-c2ccc(OC)cc2)c(O)cc1O

(cont.)
entry	M4 ag	M5 PAM	M4 antag	M4 PAM	M5 ag	CRFBP-R2 block	IDE inh	M5 antag	CRFR2-BP ag	Molecule
26	0	-6	6	-2	-7	8	1	2	0.2	O=C(CCCN1C(=O)CCC1=O)Nc1ccc2c(c1)OCO2
27	1	0	-9	9	5	17	7	6	-2.2	CC(C)[C@H](NC(=O)C1CCCC1)c1nc2ccccc2[nH]1
28	1	1	-17	5	-2	5	6	-3	-0.9	COc1ccc(/C=C2\SC(=O)N(CC(=O)N(C)C3CCS(=O)(=O)C3)C2=O)cc1 (stereo not given)
29	0	-2	-5	-4	0	0	-2	4	-0.2	CC(=O)Nc1ccc(SCc2c(C)noc2C)cc1
30	0	0	-13	0	-4	10	2	-9	2.4	Cc1noc(NS(=O)(=O)c2ccc(NC(=O)NC(C)(C(F)(F)F)C(F)(F)F)cc2)c1C
31	0	2	-6	-2	4	8	-3	1	0.3	CC(C)CNS(=O)(=O)c1cc(C(=O)O)c(Cl)cc1Cl
32	3	-6	-19	5	-6	5	1	5	-2.5	O=C(NC1CC1)c1sc2cc(Cl)ccc2c1Cl
33	1	-3	1	0	-3	-5	8	4	-0.4	CCc1cccc(Oc2nn[nH]n2)c1
34	3	10	-7	1	-3	0	3	-16	-1.1	COc1cccc(CNC(=O)c2ccc(NC(=O)C3=CSCCO3)cc2)c1
35	-2	-9	-3	-2	-4	.	.	-3	.	CCOC(=O)[C@]12CCC=C1N(Cc1ccccc1)C(=O)[C@H](CC(=O)NCCc1ccccc1OC)C2
36	3	-10	-24	7	-1	.	.	-5	.	O=C1c2ccccc2C(c2nnnn2-c2ccc3c(c2)OCCO3)N1Cc1ccc(F)cc1 (stereo not given)
37	0	7	7	-2	1	52*	4	-9	-0.6	CC(C)(C)NC(=O)/C(=C/c1ccccc1F)NC(=O)c1ccc([N+](=O)[O-])cc1
38	-1	3	-7	3	-1	-4	4	-6	-1.7	CCOC(=O)c1cc(C)sc1NC(=O)C1CCC1
39	3	2	-9	2	-12	-5	-1	3	-0.3	Clc1cccc(CN2CCN(Cc3nc(CCc4ccccc4)no3)CC2)c1
40	1	-2	-2	-3	-3	28	0	1	-1.2	OCCc1ccc(-c2ccc(Cl)cc2)o1
41	-1	-1	-9	3	1	.	.	-4	.	CCOC(=O)C1=CC[C@@H](c2ccccc2)N(S(=O)(=O)c2ccc(C)cc2)[C@H]1c1ccccc1C
42	0	1	2	-3	-2	-10	-1	5	-2.4	COc1ccccc1C(O)(C(=O)NN(C)c1ccccc1)c1ccccc1OC
43	0	0	8	-11	-2	-7	3	-3	0.5	CCn1cc(/C=N\NC(=O)c2ccc(F)cc2)cn1
44	2	7	-11	9	-2	2	4	-9	-4.6	CC(C)(C)SCCNC(=O)CN(c1ccccc1)S(=O)(=O)c1ccc(F)cc1
45	0	0	0	-4	-2	-3	1	-6	0.2	O=C(O)c1cc2c(s1)-c1ccccc1CC2
46	1	0	-7	0	2	-3	.	1	-0.5	CCN1C[C@@H]2[C@@H]3C(=O)N(C)C(=O)[C@@H]3[C@](C)(C(=O)OC)N2C1=NC
47	10	-4	12	-12	1	-4	3	2	0.2	COc1ccc(-c2cc3n(n2)CCc2nc4ccccc4n2-3)cc1
48	2	8	-8	-11	0	2	-2	-7	-0.7	O=C(CN(Cc1ccc(F)cc1)C(=O)CCC(=O)Nc1nccs1)NCC1CCCO1 (stereo not given)
49	2	0	-10	10	5	1	2	1	0.0	COc1ccc(N2CCN(C(=O)COC(=O)COc3ccc(C#N)cc3)CC2)cc1
50	1	7	-6	10	-3	43	-1	-7	29	COc1ccc(-c2nnc(-c3cc4c(ccc5ccccc54)oc3=O)o2)cc1

The list continues.
entry	M4 ag	M5 PAM	M4 antag	M4 PAM	M5 ag	CRFBP-R2 block	IDE inh	M5 antag	CRFR2-BP ag	Molecule
51	0	-2	-7	-5	-4	1	-1	0	-1.6	Cc1cccc(NC(=O)CCC(=O)OCc2ccc(Br)cc2)c1
52	0	-5	-2	-4	0	.	.	11	.	O=S1(=O)C[C@@H](N2CCCC2)[C@H](COCc2ccccc2)N1
53	2	-11	4	-7	-1	.	.	6	.	C#Cc1ccc(NC(=O)C2(C)CCN2C(=O)Cc2ccc(C(C)C)cc2)cc1 (stereo not given)
54	5	1	-8	1	-1	-12	-1	-5	5.2	O=C(Nc1ccc(F)c(Cl)c1)c1cncs1
55	0	2	-4	4	1	.	.	2	.	CCCS(=O)(=O)NC(=O)C1(C)CCCN(C(=O)c2ccccc2Br)C1 (stereo not given)
56	7	-8	-9	0	5	-8	-1	4	-0.9	COc1ccc(C2=NS(=O)(=O)N(C)C(C(=O)NCc3ccccc3)=C2)cc1OC
57	1	-1	5	1	2	1	-5	8	0.4	COc1ccccc1NC(=S)Nc1ccc2cn[nH]c2c1
58	0	-3	-3	7	0	2	.	-5	1.8	C=CCOc1ccc(C2NC(=O)c3ccccc3O2)cc1OC (stereo not given)
59	0	-4	0	5	-5	5	1	9	0.9	CN(C)S(=O)(=O)c1ccc(Cl)c(NC(=O)CN2C(=O)NC3(CCCC3)C2=O)c1
60	0	1	-2	3	-2	9	-4	0	-0.6	O=C(COc1ccccc1)Nc1nnc(-c2ccc(Cl)cc2)o1
61	11	-11	4	-7	0	7	-6	3	1.8	Cc1ccc(N(C)S(=O)(=O)c2c[nH]c3ccc([N+](=O)[O-])cc23)cc1
62	1	4	5	-1	-3	3	.	0	-0.8	S=C(Nc1cccc(Cl)c1Cl)N1CCCC1
63	1	3	5	2	-3	5	.	-11	0.5	COC(=O)c1cc2c(n(Cc3ccccc3)c1=O)CCCC2=O

4 structures out of the list, arranged by molecular weight, lowest first.
entry	M4 ag	M5 PAM	M4 antag	M4 PAM	M5 ag	CRFBP-R2 block	IDE inh	M5 antag	CRFR2-BP ag	Molecule
52	0	-5	-2	-4	0	.	.	11	.	O=S1(=O)C[C@@H](N2CCCC2)[C@H](COCc2ccccc2)N1
58	0	-3	-3	7	0	2	.	-5	1.8	C=CCOc1ccc(C2NC(=O)c3ccccc3O2)cc1OC (stereo not given)
53	2	-11	4	-7	-1	.	.	6	.	C#Cc1ccc(NC(=O)C2(C)CCN2C(=O)Cc2ccc(C(C)C)cc2)cc1 (stereo not given)
51	0	-2	-7	-5	-4	1	-1	0	-1.6	Cc1cccc(NC(=O)CCC(=O)OCc2ccc(Br)cc2)c1
